# Bioassay records (PubChem BioAssay)
# Rpn11 block = inhibitors of human proteasome Rpn11. O00487. human 26S proteasome, Ub4-pepOG fluorescence polarization; 20S core pre-blocked with epoxomicin. calls only at 20 µM. hit rate 0.59% among 360,000;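 active means inhibition at 20 µM, scaled to each plate's controls, above about 33%, limit read from the data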
# FAS-TE inh = FAS thioesterase (human) inhibition; P49327; recombinant FAS-TE, OMFH fluorogenic substrate, fluorescence endpoint; inhibition, % at 15 µM; hit rate 0.67% among 360,000; AID 602261;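 active means compounds whose normalised, plate-corrected inhibition of enzyme fluorescence in the single-dose primary screen is 50% or more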;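 further: 0% = DMSO with enzyme and 100% = substrate without enzyme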
# NadD inh = blocks S. aureus nicotinate mononucleotide adenylyltransferase; purified NadD enzyme, colorimetric absorbance read-out; inhibition, % at 20 µM; hit rate 0.78% among 360,000; AID 602399; in the data active means inhibition above about 26%; further: some compounds past the cut are filed as inactive
# Neddylation inh = inhibitors of human cullin neddylation; calls only at 25 µM; TR-FRET cullin neddylation, biochemical; P61081+Q13564; hit rate 0.58% among 360,000; in the data active means inhibition above about 36%
# Rin1 Abl inh = human Rin1-Abl interaction inhibition; P00519+Q13671; TR-FRET Rin1/Abl binding, biochemical; inhibition, % at 7.35 µM; hit rate 0.4% among 360,000; AID 588664; in the data active means inhibition above about 5%, passing the limit was not always enough
# SKN-1 block = inhibitors of C. elegans SKN-1; C. elegans VP596 Pgst-4::GFP/RFP ratio, acrylamide-induced, 24 h; inhibition, % at 21.8 µM; hit rate 0.49% among 360,000; AID 624304;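 active means interference check ratio from 0.5 to 1.5 plus GFP to RFP signal ratio inhibition reaching or exceeding a fixed threshold, cut at about 30% in these data, passing the limit was not always enough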; further: some compounds called inactive have numbers as strong as hits
# CSN inh = CSN deneddylation inhibition. Q92905. Purified CSN, SCF-Nedd8-OG deneddylation, fluorescence polarization. inhibition, % at 12.5 µM. hit rate 0.38% among 360,000. AID 651999;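 active means pattern-corrected inhibition above about 35%, with an unprinted fluorescence ratio check between 0.5 and 1.5, limit read from the data, passing the limit was not always enough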;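 further: 0% = enzyme with substrate and 100% = substrate without enzyme; some results filed as inactive read as strong as hits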
#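 Schedule: reaction 90 min, room temperature / Assay system: HEK293T-derived human Csn5 enzyme / Input: Csn5 at 0.24 nM final / Measure: inhibition of Csn5 cleavage, % / Control set: substrate-only high control, full reaction low control / Technique: fluorescence polarization of the substrate / Buffer or medium: Tris/NaCl/DTT buffer, pH 7.5 / Reagent: SCFSkp2-Nedd8OG substrate at 10 nM final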
# PABP1 MLLE inh = blocks PAM2 peptide binding to the PABP1 MLLE domain. inhibition, % at 20 µM. hit rate 0.36% among 360,000. GST-MLLE / FITC-PAM2 fluorescence polarization; in the data active means inhibition above about 35%, passing the limit was not always enough;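 further: plate controls were DMSO wells with GST-MLLE for no effect and wells lacking GST-MLLE protein for full effect; some results filed as inactive read as strong as hits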
# MT1-MMP act inh = MT1-MMP (human) activation inhibition; AID 651647; P50281; HT1080 RFP-PRO-GFP cells, GFP/RFP ratio fluorescence, overnight; percent of plate control window, DMSO zero; hit rate 0.061% among 360,000; GFP/RFP ratio change, % at 20 µM;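 active means GFP/RFP ratio change of at least 30% with cell ATP level not reduced by more than half and red fluorescence within 50% of control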; further: strong numbers were not always called active
#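 Test system: HT1080 RFP-PRO-GFP cells; Benchmarks: DMSO and RFP-L50D-GFP cell wells; Timing: cells overnight before dosing, compound overnight, 37 °C, 5% CO2; Compound: one 20 µM compound dose with 1% DMSO; Read-out: GFP/RFP fluorescence ratio.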
# * marks the source's active call; other numbers are inactive results; i = inactive; / = no result given; + = active, no number.
SMILES,Rpn11 block,FAS-TE inh,NadD inh,Neddylation inh,Rin1 Abl inh,SKN-1 block,CSN inh,PABP1 MLLE inh,MT1-MMP act inh
O=C(COc1ccc(/C=C2/NC(=O)NC2=O)cc1)Nc1ccc(F)cc1,i,5,-3,i,2,-5,7,-9,3
O=c1[nH]c(SCc2cccc(Cl)c2)nc2c1CCCC2,i,-3,4,i,1,13,5,5,2
COc1cccc(-c2nnc(SCC(=O)Nc3cc(C)ccc3OC)n2N)c1,i,-6,-2,i,0,-14,2,-12,-1
CSc1cccc(NC(=O)c2ccc(CN3CCc4ccccc4C3)cc2)c1,i,23,-4,i,1,7,9,0,5
COc1ccc(CNC(=O)[C@@H](NC(=O)C2CCN(S(=O)(=O)c3ccccc3)CC2)C(C)C)cc1,i,1,-1,i,-2,-3,-2,3,4
Cc1cc(C)c2nc(NCc3ccccc3O)sc2c1,i,17,-4,i,-3,0,-2,5,0
Cc1ccc(S(=O)(=O)N2CCN(C(=O)c3cccs3)CC2)c(C)c1,i,2,-2,i,3,6,28,0,-2
COc1ccc(NC(=O)CC2C(=O)N(C)C(=S)N2CCc2ccc(F)cc2)cc1 (centres undefined),i,28,-13,i,-1,9,-6,-33,7
COc1ccc(NC(=O)NNC(=O)C(O)(c2ccccc2)c2ccccc2)cc1,i,-4,-1,i,-1,3,1,3,3
O=[N+]([O-])c1ccc(F)cc1F,i,-3,-1,i,-1,-10,0,8,-1
O=C(COc1nc2ccccc2nc1N1CCOCC1)NC1CCCCC1,i,-12,-1,i,-4,-4,4,17,0
Cc1ccc(C)c(S(=O)(=O)N2CCN(CC(=O)N3CCc4ccccc4C3)CC2)c1,i,-2,-5,i,0,-13,1,3,-4
Cc1cc(-c2ccccc2)c2ccc(NC(=O)C(C)(C)C)nc2n1,i,8,0,i,0,19,2,7,-6
O=C(Cc1cccc(F)c1)Nc1ccc2c(c1)CCC2,i,6,0,i,5,14,-4,7,0
Cc1nc([N+](=O)[O-])cn1CC(O)c1ccc(Cl)cc1 (centres undefined),i,-2,-5,i,-2,-5,3,2,2
O=C(CCN1C(=O)CSC1=O)Nc1ccc(Br)cc1,i,-5,-3,i,2,-1,-4,-22,1
CCOC(=O)N1CCN(S(=O)(=O)c2cccc3nonc23)CC1,i,-3,7,i,-3,-20,-4,-6,-2
CC1CC(C)CN(CCCNC(=O)c2nn(C)c3c2CS(=O)(=O)c2ccccc2-3)C1 (centres undefined),i,-6,-5,i,2,18,-2,17,0
Cc1cccc(NC(=O)CN2CCN(C(=O)c3cncn3-c3ccc(F)cc3)CC2)c1C,i,-7,-5,i,0,-9,-1,-1,7
O=C(NCCc1ccc(Cl)cc1)C1CCCN1C(=O)Nc1ccccc1 (centres undefined),i,-5,-1,i,-1,14,10,6,-2
Nc1ncnc2c1ncn2Cc1ccccc1,i,-2,3,i,5,6,5,3,1
COc1cc(NC(=O)c2ccc(Br)cc2)ccc1NC(=O)c1cc2ccccc2o1,i,-6,-2,/,1,11,-4,0,5
O=C(COC(=O)c1n[nH]c(=O)c2ccccc12)Nc1cccc(S(=O)(=O)N2CCOCC2)c1,i,-6,-1,i,1,1,0,2,2
Cc1ccc(CNC(=O)Cn2nnc(C(=O)Nc3cccc(C)c3C)c2N)cc1,i,-4,-4,i,-3,16,4,3,-2
Cc1c(Br)c([N+](=O)[O-])nn1C(C)C(=O)Nc1nccs1 (centres undefined),i,0,-3,i,3,-3,-5,-1,3
COc1nc(C)cc(C)c1S(=O)(=O)c1ccccc1,i,-6,1,i,-1,-7,-1,4,7
N#CCCn1cc(/C=C2\NC(=S)N(c3ccccc3)C2=O)c(-c2ccc(-c3ccccc3)cc2)n1,i,20,16,i,0,11,0,-14,-2
C[C@H](O)[C@@H]1CN2CCc3c([nH]c4ccccc34)[C@@H]2C[C@@H]1N(C)C(=S)NCCc1ccccc1,i,-60,1,i,-6,-45,-69,151,-68
C=CCn1c(SCCOc2ccccc2)nnc1C(C)NC(=O)c1ccccc1 (centres undefined),i,-5,5,i,1,18,-2,-8,2
O=C(NC1CCCCC1)N(CCN1CCOCC1)Cc1cc2cc3c(cc2[nH]c1=O)OCCO3,i,-4,0,+,-1,5,0,-6,12

# The final 4 compounds of the section above open the next one:
SMILES,Rpn11 block,FAS-TE inh,NadD inh,Neddylation inh,Rin1 Abl inh,SKN-1 block,CSN inh,PABP1 MLLE inh,MT1-MMP act inh
N#CCCn1cc(/C=C2\NC(=S)N(c3ccccc3)C2=O)c(-c2ccc(-c3ccccc3)cc2)n1,i,20,16,i,0,11,0,-14,-2
C[C@H](O)[C@@H]1CN2CCc3c([nH]c4ccccc34)[C@@H]2C[C@@H]1N(C)C(=S)NCCc1ccccc1,i,-60,1,i,-6,-45,-69,151,-68
C=CCn1c(SCCOc2ccccc2)nnc1C(C)NC(=O)c1ccccc1 (centres undefined),i,-5,5,i,1,18,-2,-8,2
O=C(NC1CCCCC1)N(CCN1CCOCC1)Cc1cc2cc3c(cc2[nH]c1=O)OCCO3,i,-4,0,+,-1,5,0,-6,12
CS(=O)(=O)NCc1nnc(SCC(=O)NC2CCCCC2)n1-c1ccc(F)cc1,i,-5,2,i,-1,-14,2,-6,1
O=[N+]([O-])c1ccc(NCCCO)c(C(F)(F)F)c1,i,-3,-1,i,-3,3,-7,4,3
CC(=O)c1cccc(NS(=O)(=O)c2c(C(=O)N3CCOCC3)c(C)n(C)c2C)c1,i,-2,-1,i,-2,2,-2,0,-3
CCOc1nc(C)ccc1-c1noc(-c2cccnc2)n1,i,-5,-5,i,-1,5,0,-5,-2
COc1ccc(-n2c(-c3ccc(C(C)(C)C)cc3)n[nH]c2=S)c(OC)c1,i,1,-1,i,-2,7,-4,-50,2
CON(C)c1nc(OCCNC(=O)OCc2ccc(Cl)cc2C)nc(N(C)C)n1,i,-4,-3,i,-2,-3,-8,-5,7
COc1ccc(N(CC(=O)NCc2cccs2)S(=O)(=O)c2cccnc2)cc1,i,3,3,i,-6,3,3,10,6
Cc1ccc(S(=O)(=O)N(CCO)Cc2ccccc2)cc1,i,-1,-3,i,2,-16,0,4,-2
COc1ccccc1-c1cccc([C@@H]2C[C@H]3[C@H](CON3C)CN2C(=O)CCc2ccccc2)c1,i,7,0,i,-4,-1,4,3,-2
CC(/C=N/n1c(-c2cc(C)[nH]n2)n[nH]c1=S)=C\c1ccccc1,i,-9,7,i,0,-4,2,-30,0
Cc1[nH]c2ccccc2c1C(=O)CN1CCC(C(N)=O)(N2CCCCC2)CC1,i,0,-5,i,-3,-12,2,8,1
CCCCn1cnc2sc3c(c2c1=N)CCCC3,i,-6,1,i,-1,-1,3,0,0
Cc1cccc(NC(=S)N2CCC(c3nc4ccccc4o3)CC2)c1C,i,5,7,i,2,3,5,-88,0
Cc1ccc(C2CC(c3cccc(C)c3)n3nc(N)nc3N2)cc1 (centres undefined),i,-2,6,i,-1,17,-4,-10,-1
Cn1c(SCCCC(=O)c2ccc(Br)cc2)nnc1-c1ccncc1,i,-3,-4,i,-1,-15,-3,-27,12
COc1ccc(C2=NOC(Cn3nc(C(=O)NCc4ccco4)cc3-c3ccccc3)C2)cc1 (centres undefined),i,15,-7,i,3,5,2,2,5
Cc1cc(C)c(CN2CCN(C(=O)CC[C@H]3O[C@@H](n4ccc(=O)[nH]c4=O)[C@H](O)[C@@H]3O)CC2)c(C)c1,i,-4,-4,i,2,-11,4,0,3
O=C(c1cccc(F)c1)N1CCC(N2CCCCCC2)CC1,i,-7,-4,i,-2,10,8,4,-3
CCc1ccccc1NC(=S)N(CCN(C)C)Cc1cccs1,i,-2,-3,i,1,9,-7,27,-2
COc1cccc(C2CC(c3ccc(C(C)C)cc3)n3nc(N)nc3N2)c1 (centres undefined),i,8,11,i,2,3,-1,-9,7
COC(=O)c1c(C(=O)OC)c(-c2ccc(C(C)(C)C)cc2)n2c1CS(=O)C2 (centres undefined),i,-1,6,i,-2,9,-17,0,2
COc1ccc(CCN(C(=O)C(F)(F)F)C(C(=O)NC2CCCCC2)c2ccc(C)s2)cc1 (centres undefined),i,6,-7,i,4,-8,2,-26,3
O=C(CCCN1C(=O)c2ccccc2C1=O)NCCCn1ccnc1,i,-6,-1,i,-1,2,3,9,-2
CCN(CC(=O)Nc1ccccc1SC)Cc1nc2ccccc2c(=O)[nH]1,i,-1,-5,i,1,-12,3,4,6
COc1ccc(C(=O)C[n+]2ccc(N(C)C)cc2)cc1,i,-5,-1,i,0,-2,1,0,2
Cc1ccccc1C(=O)N1CCC(C(=O)Nc2ccc(S(=O)(=O)N(C)C(C)C)cc2)CC1,i,-5,0,i,15*,-1,-2,-9,-4

# In the list so far, these contain a furan ring, fused or not:
SMILES,Rpn11 block,FAS-TE inh,NadD inh,Neddylation inh,Rin1 Abl inh,SKN-1 block,CSN inh,PABP1 MLLE inh,MT1-MMP act inh
COc1cc(NC(=O)c2ccc(Br)cc2)ccc1NC(=O)c1cc2ccccc2o1,i,-6,-2,/,1,11,-4,0,5
COc1ccc(C2=NOC(Cn3nc(C(=O)NCc4ccco4)cc3-c3ccccc3)C2)cc1 (centres undefined),i,15,-7,i,3,5,2,2,5
